Source: PubChem (National Center for Advancing Translational Sciences (NCATS))
TbPYK inhibitor: inhibitors of Trypanosoma brucei pyruvate kinase | TbPYK enzyme, Kinase-Glo Plus ATP luminescence, 45 min | 410,000 tested, 0.12% active | AID 624173 | Potency, µM (highest dose often 76.8 µM), without a hit: at the top dose activity, negative = inhibition, most hits filed as inhibitors; further: nearly all actives have a fitted effect of over 50% in size
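Glycolytic pyruvate kinase of T. brucei was incubated with substrate, test compound and 130 uM ADP for 45 minutes at room temperature. Luminescent Kinase-Glo Plus signal was measured after 10 minutes.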
HCV inh: HCV inhibition; Huh7.5.1 HCVcc-Cre infection, luciferase reporter, 44 h; Potency, µM (series often up to 41.8 µM), inactives show at the highest dose activity change, negative = inhibition, hits mostly inhibitors; 340,000 tested, 3.4% active; AID 651820
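A cell-based infection assay in which seeded cells (1,000 per well) receive test compound after 4 h, are inoculated with HCVcc-Cre at approximately 0.5 moi, and are incubated 44 h before luminescence detection.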
LmPK inh: LmPK (Leishmania mexicana) enzyme inhibition. purified LmPK, Kinase-Glo ATP luminescence, 1 h. Potency, µM (doses to about 57.5 µM), inactives show top-dose activity change, negative = inhibition, usual class: inhibitors. 290,000 tested, 0.37% active. AID 1721
Target sequence (Q27686 whole entry, looked up): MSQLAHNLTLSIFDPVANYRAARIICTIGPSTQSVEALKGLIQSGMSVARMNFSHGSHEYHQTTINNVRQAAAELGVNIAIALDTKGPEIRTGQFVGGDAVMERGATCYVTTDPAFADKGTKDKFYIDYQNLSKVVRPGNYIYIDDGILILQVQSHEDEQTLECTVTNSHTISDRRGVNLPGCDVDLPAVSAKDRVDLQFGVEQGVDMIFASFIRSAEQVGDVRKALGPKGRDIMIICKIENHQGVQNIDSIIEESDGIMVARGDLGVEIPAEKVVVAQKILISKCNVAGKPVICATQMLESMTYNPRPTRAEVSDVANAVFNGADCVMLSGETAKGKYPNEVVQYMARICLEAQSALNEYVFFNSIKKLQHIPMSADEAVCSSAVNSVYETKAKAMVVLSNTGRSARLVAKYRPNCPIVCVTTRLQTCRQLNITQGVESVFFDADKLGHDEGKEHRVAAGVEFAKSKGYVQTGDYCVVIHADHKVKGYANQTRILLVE
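In 50 mM imidazole pH 7.2 with 7 mM MgCl2, LmPK (0.1 nM) turned over PEP (0.5 mM) and ADP (0.1 mM) for 1 h at room temperature. Luciferase read-out of ATP.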
Sm TGR inh: S. mansoni TGR enzyme inhibition. Q962Y6. purified TGR, DTNB reduction, TNB absorbance 405 nm. Potency, µM (series often up to 114 µM), for the others: at the highest dose activity change, negative = inhibition, actives largely listed as inhibitors. 360,000 tested, 3% active. AID 485364; further: nearly all actives have a fitted effect of over 60% in size
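First, TGR (20 nM dispensed) and NADPH were mixed with compound. Second, a 15 min room-temperature incubation followed. Third, further NADPH and then DTNB were added to start the reaction. Finally, TNB absorbance was monitored kinetically.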
Pf growth 96h: P. falciparum growth inhibition at 96 hour, primary screen for plastid delayed-death inhibitors; P. falciparum luciferase reporter growth, 96 h; Potency, µM (titrated, usually from 28.7 µM), for inactives: at the top dose activity change, negative = inhibition, actives largely listed as inhibitors; 320,000 tested, 6.9% active; AID 504834
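Infected RBCs, 2% Hct / 0.05% parasitemia final; luciferase-reporter P. falciparum; cpd 96 h, 37 C, 5% CO2; luciferase detection reagent; luminescence.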
Pf growth 48h: P. falciparum growth inhibition at 48 hours (one generation); P. falciparum luciferase growth in erythrocytes, 48 h; Potency, µM (top dose mostly 28.7 µM), inactives show top-dose activity change, negative = inhibition, actives largely listed as inhibitors; 310,000 tested, 5.9% active
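Compounds are pin-transferred into medium, infected erythrocytes (2% hematocrit, 0.1% parasitemia final) are added, and plates sit one parasite generation at 37 C in 5% CO2. Detection reagent is then added and luminescence measured.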
The depositor's hits bear a star; & = joins results of further samples; [ ] = remark or other dose. The call rests on the fitted dose curve; in most records, active means well fitted curve in the direction sought with a large enough effect; inconclusive means small, poorly fitted or top-dose-only effect, or another doubt; inactive means no such curve, though single readings can be large; an effect the other way counts as inactive or inconclusive. On the % scale 0 is the no-effect control and ±100 the full control effect; potency means the concentration at half of the fitted maximal effect.

For CCC(=O)N(C)CCc1cc2c(c(OC)c1/C=N/NC(=O)c1ccccc1O)OCO2 the results were TbPYK inhibitor -4.6%, HCV inh 9.2%, LmPK inh 5.8%, Sm TGR inh 0.2%, Pf growth 96h 23.0% and Pf growth 48h 27.5%.
Screening O=C1CC(N2CCC(C(=O)N3CCCCC3)CC2)C(=O)N1 (configuration not stated) returned TbPYK inhibitor 4.9%, HCV inh 2.6%, LmPK inh -1.6%, Sm TGR inh 31.6µM*, Pf growth 96h 14.9% and Pf growth 48h 11.0%.
`C[C@@H]1[C@H](O)C[C@@]23COC(=O)C2=CCCC3[C@@]1(C)CCC1COC(=O)C1` (some centres not stated) gave TbPYK inhibitor -0.1%, HCV inh 17.2%, Sm TGR inh -6.9%, Pf growth 96h 0.0026µM* and Pf growth 48h 0.0033µM*.
`CCOc1ncccc1C(=O)OCC(=O)Nc1ncc(C(F)(F)F)cc1Cl` gave TbPYK inhibitor -2.6%, HCV inh 8.6%&0.8%, LmPK inh 6.1%, Sm TGR inh -0.7%, Pf growth 96h -1.5% and Pf growth 48h 0.1%.
Screening Cc1ccc(C)c(OCC(=O)O/N=C(\N)c2ccccn2)c1 returned TbPYK inhibitor 5.5%, HCV inh -16.9%, LmPK inh 4.0%, Sm TGR inh 7.5%, Pf growth 96h 130.5%[activator] and Pf growth 48h 147.6%[activator].
Screening COC(=O)c1ccccc1NC(=O)Nc1cccc(C)n1 returned TbPYK inhibitor 4.4%, HCV inh 6.5%, LmPK inh -4.4%, Sm TGR inh 12.7%, Pf growth 96h inconclusive and Pf growth 48h 43.2%[activator].
For COc1ccccc1N1CCN(CC(=O)N(CC(C)C)c2c(N)n(CC(C)C)c(=O)[nH]c2=O)CC1 the results were TbPYK inhibitor 3.3%, HCV inh -3.2%, LmPK inh 1.9%, Sm TGR inh 4.6%, Pf growth 96h -15.3% and Pf growth 48h 27.3%.
For CC(C)N1CCc2c(sc(NC(=O)c3ccco3)c2C(N)=O)C1 the results were TbPYK inhibitor -0.5%, HCV inh -12.3%, LmPK inh 0.6%, Sm TGR inh 50.1µM*, Pf growth 96h inconclusive and Pf growth 48h 0.465µM*.
`O=C(N/N=C/c1cc(Cl)ccc1O)C(=O)Nc1ccccc1OC(F)(F)C(F)F` gave TbPYK inhibitor -1.8%, HCV inh inconclusive, LmPK inh -0.2%, Sm TGR inh 0.4%, Pf growth 96h 0.0% and Pf growth 48h inconclusive.
COc1ccc(-c2cc3ccccc3s2)cc1[C@H]1[C@H]2C=CC[C@@H](C)[C@@H]2C(=O)N1Cc1ccccc1 was read as TbPYK inhibitor 0.7%, HCV inh -15.7%[8.37 µM], LmPK inh -5.8%, Sm TGR inh -32.1%, Pf growth 96h inconclusive and Pf growth 48h -1.3%.

As a working copy, part of the list above.
`C[C@@H]1[C@H](O)C[C@@]23COC(=O)C2=CCCC3[C@@]1(C)CCC1COC(=O)C1` (some centres not stated) gave TbPYK inhibitor -0.1%, HCV inh 17.2%, Sm TGR inh -6.9%, Pf growth 96h 0.0026µM* and Pf growth 48h 0.0033µM*.
`CCOc1ncccc1C(=O)OCC(=O)Nc1ncc(C(F)(F)F)cc1Cl` gave TbPYK inhibitor -2.6%, HCV inh 8.6%&0.8%, LmPK inh 6.1%, Sm TGR inh -0.7%, Pf growth 96h -1.5% and Pf growth 48h 0.1%.
Screening Cc1ccc(C)c(OCC(=O)O/N=C(\N)c2ccccn2)c1 returned TbPYK inhibitor 5.5%, HCV inh -16.9%, LmPK inh 4.0%, Sm TGR inh 7.5%, Pf growth 96h 130.5%[activator] and Pf growth 48h 147.6%[activator].
Screening COC(=O)c1ccccc1NC(=O)Nc1cccc(C)n1 returned TbPYK inhibitor 4.4%, HCV inh 6.5%, LmPK inh -4.4%, Sm TGR inh 12.7%, Pf growth 96h inconclusive and Pf growth 48h 43.2%[activator].
For COc1ccccc1N1CCN(CC(=O)N(CC(C)C)c2c(N)n(CC(C)C)c(=O)[nH]c2=O)CC1 the results were TbPYK inhibitor 3.3%, HCV inh -3.2%, LmPK inh 1.9%, Sm TGR inh 4.6%, Pf growth 96h -15.3% and Pf growth 48h 27.3%.

Later entries:
`COc1ccccc1-c1cc(-c2ccccc2)nc(SC(C(N)=O)c2ccccc2)c1C#N` (configuration not stated) gave TbPYK inhibitor -2.2%, HCV inh inconclusive, LmPK inh 1.5%, Sm TGR inh 9.1%, Pf growth 96h 85.5%[activator] and Pf growth 48h inconclusive.
Screening Cc1ccc(S(=O)(=O)N2CCN(S(C)(=O)=O)C2C)cc1 (configuration not stated) returned TbPYK inhibitor -0.6%, HCV inh 25.7%, Sm TGR inh 7.7%, Pf growth 96h 2.0% and Pf growth 48h -3.9%.
For CCCOc1ccc(N2C(=O)CC(NCc3cccnc3)C2=O)cc1 (configuration not stated) the results were TbPYK inhibitor 5.8%, HCV inh 6.0%, LmPK inh -11.0%, Sm TGR inh 0.4%, Pf growth 96h -0.7% and Pf growth 48h -0.2%.
`CC1CN(C2=CC(=O)CCC2)CC(C)O1` (configuration not stated) gave TbPYK inhibitor -2.4%, HCV inh 8.1%, LmPK inh -1.7%, Sm TGR inh 21.9%, Pf growth 96h 17.4% and Pf growth 48h 25.6%.
For CCC(C)C(NC(=O)C1CCC(C)CC1)C(=O)Nc1ccc(OC)cc1 (configuration not stated) the results were TbPYK inhibitor -1.6%, HCV inh -14.3%, LmPK inh 0.5%, Sm TGR inh -7.7%, Pf growth 96h -18.7% and Pf growth 48h inconclusive.
Cc1ccc(OCC(=O)Nc2ccc(O)c(C(=O)O)c2)cc1C was read as TbPYK inhibitor -21.7%, HCV inh -2.0%, LmPK inh 3.3%, Sm TGR inh 1.0%, Pf growth 96h -6.7% and Pf growth 48h 3.7%.
Cc1ccc(NCC(=O)Nc2ccc(Br)cc2)cc1F was read as TbPYK inhibitor -4.7%, HCV inh 0.2%, LmPK inh 0.7%, Sm TGR inh -10.8%, Pf growth 96h -7.5% and Pf growth 48h 11.3%.
COc1ccc(C2CC3(CC(C)(C)NC(SC)=N3)Oc3cc(O)cc(C)c32)cc1 (configuration not stated) was read as TbPYK inhibitor 4.3%, HCV inh 12.6µM*, LmPK inh -0.9%, Sm TGR inh -8.2%, Pf growth 96h 0.2% and Pf growth 48h inconclusive.
Cc1ccc(NC(=O)c2c(C)nc(Nc3nc4ccccc4o3)nc2C)cc1 was read as TbPYK inhibitor -5.4%, HCV inh -14.3%, LmPK inh -1.2%, Sm TGR inh 4.9%, Pf growth 96h 11.2% and Pf growth 48h 7.6%.
For COC(=O)C1=C(C)N(Cc2ccco2)C(=O)/C1=C\c1ccc(N(C)C)cc1 the results were TbPYK inhibitor 0.0%, HCV inh 0.4%, LmPK inh -1.2%, Sm TGR inh -34.3%, Pf growth 96h -13.4% and Pf growth 48h 27.2%.
Screening CCOC(=O)c1sc2nc(SCC(=O)NCc3ccco3)n(Cc3ccccc3)c(=O)c2c1C returned TbPYK inhibitor 0.0%, HCV inh -3.1%&-16.3%, LmPK inh -2.3%, Sm TGR inh -3.7%, Pf growth 96h 78.0%[activator] and Pf growth 48h -7.4%.
For CC(Oc1ccc(Cl)cc1Cl)C(=O)Nc1ccc(O)cc1 (configuration not stated) the results were TbPYK inhibitor -1.2%, HCV inh -7.9%, LmPK inh -1.6%, Sm TGR inh 6.3%, Pf growth 96h 21.6% and Pf growth 48h 24.1%[5.75 µM].
Cc1c(C(=O)/C=C/N(C)C)nnn1-c1ccc(F)c(Cl)c1 was read as TbPYK inhibitor 1.1%, HCV inh -18.0%, LmPK inh 3.0%, Sm TGR inh -13.0%, Pf growth 96h 32.4%[activator] and Pf growth 48h 46.5%[activator].
Cc1cc(-c2ccccc2)nc(N2CCC(C(=O)NC34CC5CC(CC(C5)C3)C4)CC2)n1 was read as TbPYK inhibitor -10.4%, HCV inh 6.8%, LmPK inh -1.1%, Sm TGR inh -1.9%, Pf growth 96h 36.7%[activator] and Pf growth 48h 25.5%.
COC(=O)[C@@H](NC(=O)NCCC1=CCCCC1)C(C)C was read as TbPYK inhibitor 5.5%, HCV inh 4.4%, LmPK inh 5.2%, Sm TGR inh 7.8%, Pf growth 96h -11.1% and Pf growth 48h 1.2%.
`COCCN1C=C(C(=O)OC)C(c2cc3c(cc2Br)OCO3)C(C(=O)OC)=C1` gave TbPYK inhibitor 0.4%, HCV inh 10.7%, LmPK inh 2.9%, Sm TGR inh 4.9%, Pf growth 96h inconclusive and Pf growth 48h 5.86µM*.
For CC(CNC(=O)c1ccc(Br)o1)NC(=O)c1ccc(Br)o1 (configuration not stated) the results were TbPYK inhibitor inconclusive, HCV inh -11.1%, LmPK inh 0.5%, Sm TGR inh -29.8%, Pf growth 96h 37.7%[activator] and Pf growth 48h -12.5%.
For Cc1ccc(NC(=O)COC(=O)Cc2cccs2)c(Br)c1 the results were TbPYK inhibitor 1.8%, HCV inh 9.2%, LmPK inh -0.2%, Sm TGR inh 6.6%, Pf growth 96h 54.0%[activator] and Pf growth 48h -1.9%.
`CCOc1ccccc1NC(=O)NCCC1=CCCCC1` gave TbPYK inhibitor -0.4%, HCV inh -28.5%, LmPK inh 2.0%, Pf growth 96h inconclusive and Pf growth 48h inconclusive.
CCc1nc(N2CCNCC2)c(C#N)c2c1CSC(C)(C)C2 was read as TbPYK inhibitor 5.8%, HCV inh inconclusive, LmPK inh 1.8%, Sm TGR inh -21.9%, Pf growth 96h -12.8% and Pf growth 48h -7.6%.
COc1ccc(/C=C(\C)c2nc(C)c(-c3ccccc3)c(=O)[nH]2)cc1 was read as TbPYK inhibitor -4.7%, HCV inh 7.1%, LmPK inh 1.1%, Sm TGR inh 4.3%, Pf growth 96h 0.0% and Pf growth 48h -2.0%.
`CS(=O)(=O)N(CC(=O)N1CCC(C(N)=O)CC1)C1CCCCC1` gave TbPYK inhibitor -1.2%, HCV inh 7.4%, LmPK inh -4.6%, Sm TGR inh -3.9% and Pf growth 48h 32.8%[activator].
For CCCCn1c(N)c(N(CCC(C)C)C(=O)C2CC(=O)N(c3ccc(OC)cc3OC)C2)c(=O)[nH]c1=O (configuration not stated) the results were TbPYK inhibitor -1.6%, HCV inh 1.5%, Sm TGR inh 8.5%, Pf growth 96h -14.1% and Pf growth 48h -1.6%.
O=C(CNC(=O)c1ccc(Cl)cc1)OCC(=O)c1ccc2c(c1)OCCO2 was read as TbPYK inhibitor 1.1%, HCV inh 22.8%, LmPK inh 9.4%, Sm TGR inh 1.7% and Pf growth 96h 1.5%.
O=C1c2ccccc2NC(c2ccc(Br)o2)N1O (configuration not stated) was read as TbPYK inhibitor 2.1%, Sm TGR inh 11.2µM*, Pf growth 96h 103.4%[activator] and Pf growth 48h 146.9%[activator].
For COc1cc(/C=N/O)cc(Br)c1OCC(=O)NCc1ccccc1 the results were TbPYK inhibitor 0.3%, HCV inh 8.2%, LmPK inh 2.8%, Sm TGR inh -4.8%, Pf growth 96h 28.0% and Pf growth 48h 17.0%.
For CC1C(=NO)C(C)C(c2ccccc2)NC1c1ccccc1 (configuration not stated) the results were TbPYK inhibitor -5.1%, HCV inh 12.0%, LmPK inh 2.9%, Sm TGR inh -10.8% and Pf growth 48h -35.9%.
O=C(COc1ncnc2cc([N+](=O)[O-])ccc12)NC(=O)NC1CCCCC1 was read as TbPYK inhibitor 2.0%, HCV inh 15.7%, LmPK inh 1.2%, Sm TGR inh -15.4%, Pf growth 96h -13.9% and Pf growth 48h inconclusive.
For CC(=O)c1cccc(N=C2C(=O)Nc3ccccc32)c1 the results were TbPYK inhibitor 4.2%, HCV inh -7.6%, LmPK inh -6.1%, Sm TGR inh inconclusive, Pf growth 96h 57.8%[activator] and Pf growth 48h 1.0%.
